Screening data deposited in PubChem by several laboratories.
Mcl1-Bid inh = disrupts binding of human Mcl-1 to Bid peptide. Q07820. TR-FRET Mcl-1/Bid-Dy647 peptide binding, 1536-well. inhibition, % at 21.7 µM. hit rate 0.97% among 220,000. AID 1021;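 active means compounds that cut the binding signal by more than half at the single screening dose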;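 further: His-tagged Mcl-1 with europium anti-His antibody binding Bid BH3 peptide; 0% = Mcl-1 plus peptide wells and 100% = peptide-only wells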
Target sequence (Q07820 whole entry, looked up): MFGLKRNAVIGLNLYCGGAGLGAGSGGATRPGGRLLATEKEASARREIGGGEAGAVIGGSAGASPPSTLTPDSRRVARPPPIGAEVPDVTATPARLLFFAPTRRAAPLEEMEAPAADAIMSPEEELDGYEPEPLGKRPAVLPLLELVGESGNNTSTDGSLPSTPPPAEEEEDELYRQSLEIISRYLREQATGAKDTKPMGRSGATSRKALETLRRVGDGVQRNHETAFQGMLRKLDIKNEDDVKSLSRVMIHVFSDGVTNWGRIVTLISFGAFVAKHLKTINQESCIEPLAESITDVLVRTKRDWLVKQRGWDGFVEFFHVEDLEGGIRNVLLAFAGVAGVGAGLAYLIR
GSH fluor = GSH bead compound fluorescence profile; fluorescence (KMESF) at 10 µM; GSH beads flow cytometry, compound fluorescence 488/530 nm; hits give high values; hit rate 0.25% among 190,000; in the data active means fluorescence above about 89;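 further: glutathione beads carrying GST-tagged Bcl family fusion proteins plus one bare bead set; values are compound well signal with DMSO vehicle wells as background; inactives centre near 16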
RGS4-Gao reg = human RGS4-Galphao interaction regulation; P09471; Multiplexed bead flow cytometry, RGS4-Galphao binding; actives lie on both sides; binding response (% of control), % at 10 µM; hit rate 0.33% among 220,000; AID 1415; in the data active means binding response below about 49% or above about 150%; inactive means in between;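 further: fluorescent Galphao activated with aluminum fluoride binding bead-coupled RGS4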
RGS8-Gao reg = human RGS8-Galphao interaction regulation; multiplexed bead flow cytometry, RGS8-Galphao binding; actives lie on both sides; response (percent of control binding), % at 10 µM; hit rate 0.34% among 220,000; in the data active means response below about 60% or above about 140%; inactive means in between;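 further: Galphao activated as the GDP aluminium fluoride complex binding bead-coupled RGS8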
RGS7-Gao = modulates binding of RGS7 to human Galphao. AID 1439. Multiplexed bead flow cytometry; actives lie on both sides. P09471. hit rate 0.35% among 220,000. binding response (% of control), % at 10 µM; in the data active means binding response below about 49% or above about 150%; inconclusive means no clear call, values can overlap the other calls; inactive means in between;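 further: fluorescent Galphao held in activated GDP-AlF4 state binding bead-coupled RGS7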
Mcl-1 Bim block = inhibitors of Bim-Mcl-1 interaction, human | Q07820 | Bead-based flow cytometry, Bim peptide-Mcl-1 binding | inhibition, % at 10 µM | hit rate 0.1% among 190,000 | AID 1009; in the data active means inhibition above about 40%;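 further: 0% = no compound tracer wells and 100% = peptide blocker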
Mcl1-Noxa inh = disrupts binding of human Mcl-1 to Noxa peptide | Q07820 | TR-FRET Mcl-1/Noxa peptide binding, 2 h | inhibition, % at 21.7 µM | hit rate 1.5% among 220,000 | AID 1022;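 active means compounds that cut the protein-peptide binding signal by more than 50% relative to plate controls in a single-dose test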;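 further: His-tagged Mcl-1 with rhodamine Noxa BH3 peptide and terbium anti-His antibody; 0% = Mcl-1 plus Noxa peptide wells and 100% = peptide-only wells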
Avidin bead fluor = compound fluoresces at 488/530 nm on avidin beads | compound fluorescence 488/530 nm, flow cytometry; hits give high values | fluorescence (KMESF) at 10 µM | hit rate 0.38% among 220,000 | AID 1775; in the data active means fluorescence above about 47; further: inactives centre near 10
ABCB1 block = human ABCB1 inhibition, ABCG2 as counter-screen; CCRF-Adr cells, JC-1 efflux, flow cytometry; inhibition, % at 6.6 µM; hit rate 0.067% among 190,000; AID 1326; in the data active means inhibition above about 40%;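 further: 0% = vehicle and 100% = reference inhibitor; higher value means more JC-1 retained so stronger ABCB1 efflux block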
ABCG2 block = human ABCG2 inhibition, ABCB1 as counter-screen; IgMXP3 cells, JC-1 efflux, flow cytometry; inhibition, % at 6.6 µM; hit rate 0.1% among 190,000; AID 1325;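 active means inhibition above 80%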;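 further: 0% = DMSO and 100% = nicardipine control wells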
Target sequence (Q9UNQ0 whole entry, looked up): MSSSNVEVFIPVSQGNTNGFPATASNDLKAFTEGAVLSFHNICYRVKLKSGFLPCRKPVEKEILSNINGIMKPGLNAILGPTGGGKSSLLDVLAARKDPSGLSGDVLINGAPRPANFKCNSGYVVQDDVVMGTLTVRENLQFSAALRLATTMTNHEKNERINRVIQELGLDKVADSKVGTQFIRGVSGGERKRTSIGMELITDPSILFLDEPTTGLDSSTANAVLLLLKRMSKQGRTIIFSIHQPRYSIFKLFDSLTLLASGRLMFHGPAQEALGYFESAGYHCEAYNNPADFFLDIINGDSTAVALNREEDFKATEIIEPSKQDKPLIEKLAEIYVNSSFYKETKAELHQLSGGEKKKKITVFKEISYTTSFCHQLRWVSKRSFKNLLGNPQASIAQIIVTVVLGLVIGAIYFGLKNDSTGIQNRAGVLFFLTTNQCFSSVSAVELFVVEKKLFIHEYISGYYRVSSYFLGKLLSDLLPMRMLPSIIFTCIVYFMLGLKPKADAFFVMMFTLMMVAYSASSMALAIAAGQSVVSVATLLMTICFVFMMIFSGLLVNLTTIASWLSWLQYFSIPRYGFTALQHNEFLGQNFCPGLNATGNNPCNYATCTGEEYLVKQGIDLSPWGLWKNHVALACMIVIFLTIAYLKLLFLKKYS
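Incubation: cells with compound and JC-1, 10 min at 25 °C, rotating, no wash / Test system: IgMXP3 (ABCG2) plus far-red-tagged CCRF-Adr (ABCB1) cells / Compound dosing: one concentration, 6.6 µM final / Also added: JC-1 fluorescent substrate / Evaluation: efflux inhibition in percent versus controls / Detection: flow cytometry, 530 nm JC-1 signal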
Pf gametocyte = kills late stage P. falciparum gametocytes; P. falciparum stage V gametocytes, ATP luminescence, 24 h; inhibition, % at 10.9 µM; hit rate 0.065% among 150,000; AID 743093;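 active means inhibition above the mean plus 3 SD of compounds within the control limits, set per campaign, cut at about 38% in these data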;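 further: 0% = DMSO wells and 100% = medium only without gametocytes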
* = called active by the depositor; ? = inconclusive; . = no result given. Compounds were not picked by outcome; about 3.3% have a hit in one of these screens.

SMILES	Mcl1-Bid inh	GSH fluor	RGS4-Gao reg	RGS8-Gao reg	RGS7-Gao	Mcl-1 Bim block	Mcl1-Noxa inh	Avidin bead fluor	ABCB1 block	ABCG2 block	Pf gametocyte
COc1ccc(S(=O)(=O)N(CCc2ccccc2)CC(=O)O)cc1C	1	52	97	94	97	-3	-16	5	0.2	1	.
Cc1ncoc1C(=O)N1CCCC(C(=O)c2ccc(-c3ccccc3)cc2)C1 (centres undefined)	-12	12	103	102	102	-3	14	12	0.5	1	20
O=C(N/N=C/c1cccn1-c1cccc(C(=O)O)c1)Nc1ccccc1	-106	22	103	103	101	0	14	13	0.1	0	.
CCCCCC1CCC(c2ccc(/C(N)=N/O)cc2)CC1 (centres undefined)	-2	.	88	91	?	.	3	4	.	.	-1
COc1ccc2cc(CN(Cc3ccco3)C(c3nnnn3C3CCCCC3)C(C)C)c(=O)[nH]c2c1 (centres undefined)	3	30	113	106	105	-4	-4	6	3.7	6	-4
CCc1ccc(/C=N/n2c(C)cc(C)c(C#N)c2=O)cc1	-13	11	103	102	102	-2	9	16	-0.1	20	1
C=CCNc1ncnc2c1cnn2-c1cccc(C)c1	-10	15	93	96	96	0	-3	4	-1.5	-2	.
C=C(C)c1cccc(C(C)(C)NC(=O)Nc2ccc(C(N)=O)cc2)c1	-11	9	101	105	101	0	5	9	0.0	0	-20
CC(=O)Nc1cc[n+](CC(=O)c2ccc(Cl)cc2)cc1	-9	.	99	100	?	.	3	6	.	.	-4
CCCOc1ccc(CSc2nnc(CCC)n2N)cc1	-18	11	102	100	102	0	-2	21	0.5	3	-16

Looked up above.
In ABCB1 block, COc1ccc(S(=O)(=O)N(CCc2ccccc2)CC(=O)O)cc1C has the entry 0.2
In RGS8-Gao reg, CC(=O)Nc1cc[n+](CC(=O)c2ccc(Cl)cc2)cc1 has the entry 100
In Mcl1-Noxa inh, O=C(N/N=C/c1cccn1-c1cccc(C(=O)O)c1)Nc1ccccc1 has the entry 14

Next section
SMILES	Mcl1-Bid inh	GSH fluor	RGS4-Gao reg	RGS8-Gao reg	RGS7-Gao	Mcl-1 Bim block	Mcl1-Noxa inh	Avidin bead fluor	ABCB1 block	ABCG2 block	Pf gametocyte
O=[N+]([O-])c1ccc(S(=O)(=O)N2CCSC2c2ccco2)cc1 (centres undefined)	-69	.	86	87	?	.	25	3	.	.	-9
CCc1ccccc1NC(=O)CN(C)C(=O)CSc1nn(-c2ccc(F)cc2)c(=S)s1	-29	11	103	104	105	-8	18	24	0.6	22	-7
C=CCNC(=S)NNC(=O)c1ccco1	-23	12	99	104	97	-2	9	23	0.1	0	4
Cn1nc(CC(=O)Nc2cccc3ncccc23)c2ccccc2c1=O	1	15	100	100	97	-1	7	7	0.2	2	.
Cc1ccc(NC(=O)c2cc(C)n(-c3cccc(C)c3)c2C)cc1	-55	6	99	94	99	-6	11	1	1.1	21	17
CCOC(=O)C1CCCCN1Cc1ccc(F)c(Br)c1 (centres undefined)	23	47	103	100	104	-5	10	2	0.5	2	-7
Oc1ccccc1-c1nc(NCc2cccnc2)c2ccccc2n1	6	.	97	99	?	.	33	8	.	.	5
O=C(CN1C(=O)CSc2ccc(S(=O)(=O)N3CCOCC3)cc21)NCCCN1CCc2ccccc2C1	-17	17	99	103	?	-4	5	9	1.6	17	8
O=C(Nc1ccc(S(=O)(=O)NCc2ccco2)cc1)c1ccncc1	-2	11	92	102	87	-1	28	8	0.1	2	.
O=C(O)CSc1nnc(SCc2cccc3ccccc23)s1	9	13	100	100	98	-5	17	15	0.1	1	.
CCc1c(C)sc2nc(C(C)C)nc(SCC(=O)N3CCc4ccccc4C3)c12	-7	43	97	100	98	-1	12	7	0.6	6	.
Cc1ccc(O)c(NC(=O)c2noc(C(C)C)c2[N+](=O)[O-])c1	-39	12	100	98	96	-3	24	10	-1.0	24	-7
CC(C)=C1SC(N2CCN(c3cccc(C)c3)CC2)=NC1=O	-17	27	103	103	107	0	-1	6	-2.4	-2	-1
CN1C(=O)CC(N2CCN(CCN=CC3=C(O)CC(C)(C)CC3=O)CC2)C1=O (centres undefined)	-25	12	101	101	100	0	-9	22	-0.1	0	10
Cc1ccc(NC(=O)CN2CCc3ccccc3C2)cc1	-5	14	101	100	101	-1	-3	12	0.4	2	-34
C=CCN1C2CCCC1CC(NC(=O)Nc1cccc(C(C)=O)c1)C2 (centres undefined)	11	35	99	102	102	-1	15	15	0.6	4	-47
Cc1ccc(CCN2CC(C(=O)NCCCN3CCCCCC3)CC2=O)cc1 (centres undefined)	-11	14	97	97	101	0	-7	18	-0.1	-1	.
CCOc1ccc(N2CC(=O)N(c3ccc(OCC)cc3)CC2=O)cc1	-26	9	101	101	101	5	-5	10	0.2	0	20
COc1ccc(N2CCN(C(=O)c3ccc(-n4nc(C)cc4C)cc3)CC2)cc1	-31	28	100	100	99	-3	9	13	0.3	8	-8
CCN(C(=O)Cn1c(=O)oc2ccccc21)C1CCS(=O)(=O)C1 (centres undefined)	-12	46	108	108	108	0	4	5	0.0	0	14
Cc1nc(SCC(=O)O)c2oc3ccccc3c2n1	17	25	100	103	98	3	12	8	1.0	7	-24
O=C(Nc1cccc(S(=O)(=O)N2CCOCC2)c1)c1ccc2ccccc2n1	33	.	85	98	?	.	24	9	.	.	-2
COc1ccc(-c2cc(-c3ccccc3O)[nH]n2)cc1	8	36	102	100	102	-5	36	17	-1.6	44	.
COc1ccccc1NC(=O)c1nnn(CC(=O)Nc2ccccc2)c1N	4	65	101	102	104	-3	16	7	0.1	10	.
N/C(=N\OC(=O)c1cc(Cl)ccc1Cl)c1ccncc1	-9	15	100	98	101	0	1	8	0.2	13	-10
O=C(CCn1cnc2ccccc2c1=O)Nc1cccc(Cl)c1Cl	-34	13	101	102	?	-2	4	8	-0.4	1	11
O=C(O)c1cccc(-n2nnnc2SCc2ccccc2Cl)c1	-65	17	109	107	105	-2	5	5	1.4	3	1
Nc1c(C(O)(C(F)(F)F)C(F)(F)F)cc(C(O)(C(F)(F)F)C(F)(F)F)c2ccccc12	2	13	102	101	100	0	11	6	0.2	5	.
CCOC(=O)c1cn(Cc2cccc(Cl)c2)c2cc(C)nn2c1=O	-5	.	103	103	?	.	-11	3	.	.	-4
FC(F)(F)c1cnc2c(-c3ccccc3)n[nH]c2c1	-11	13	103	100	102	0	10	9	-0.1	1	1
NC(=O)c1cccc(C(N)=O)n1	-28	13	98	100	?	-5	-3	13	0.2	0	14
Cc1c(/C=N\NC(=O)c2csc3ccccc23)cnn1C	-11	23	110	102	127	-1	-16	54*	0.0	2	.
CC(=O)c1c(Nc2cccc(F)c2)oc(C)cc1=O	-4	.	106	105	?	.	7	9	.	.	12
O=S(=O)(c1ccc2c(c1)oc1ccccc12)N1CCOCC1	3	11	98	99	97	0	8	9	0.0	0	-7
CC(C)NC(=O)c1ccc2c3n(nc2c1)-c1ccccc1CO3	-65	.	107	100	?	.	9	19	.	.	.
CCCc1cc(=O)[nH]c(SCC(=O)c2ccc(S(=O)(=O)N3CCCC3)cc2)n1	-11	37	99	101	103	-1	8	10	0.8	5	.
Cc1ccccc1NC(=O)CC1S/C(=N/c2nccs2)N(C)C1=O (centres undefined)	-5	62	104	105	99	-2	-21	8	1.1	3	.
Fc1ccc(-c2cc(-c3ccccc3)nc(-n3cccn3)n2)cc1	10	16	96	102	98	-1	6	9	4.2	33	-37
CCc1nnc(NC(=O)Cc2ccc(OC)cc2)s1	-11	12	102	102	102	0	11	11	0.1	1	6
CCC(C)(C)N1CC(=O)N(Cc2ccccc2)C(c2ccc(OC)cc2)C1=O (centres undefined)	-11	25	101	102	97	-1	-9	9	2.2	3	13
NC(=O)c1cc2cc(Cl)ccc2oc1=Nc1cccc(C(F)(F)F)c1	15	16	68	79	64	-2	-22	6	1.2	17	.
CCOc1cc(CO)c(Br)cc1OCC(=O)O	0	12	101	102	99	2	18	9	0.2	0	15
Cc1nc(Nc2ccccc2)sc1C(=O)Nc1ccccc1	-13	.	106	102	?	.	0	7	.	.	9
COc1ccc(C(CNC(=O)c2ccc3c(c2)C(=O)N(CCC(C)C)C3=O)N2CCOCC2)cc1 (centres undefined)	-25	15	104	102	108	-5	26	10	2.0	7	.
Cc1nnc(NC(=O)C2CCN(c3cnccn3)CC2)s1	-10	23	106	101	108	-1	9	46	0.1	0	-9
NS(=O)(=O)c1ccc(N=Nc2c[nH]c(=O)c(O)c2)cc1	-281	.	106	102	?	.	19	20	.	.	.
O=P(OC1CCCCC1)(OC1CCCCC1)C(O)c1c(Cl)cccc1Cl (centres undefined)	-8	37	98	100	99	-4	-4	13	-0.9	0	4
O=C(N/N=C/C=C\c1ccco1)c1cccnc1	-9	21	97	99	101	-1	19	27	1.0	27	.
CCOc1ccc(-c2nc(S(=O)(=O)c3ccccc3)c(NCc3cccnc3)o2)cc1	-4	34	105	102	103	-2	3	5	2.6	1	2
CCc1nnc(NS(=O)(=O)c2ccc(Nc3ccc([N+](=O)[O-])c4nonc34)cc2)s1	-34	24	102	100	107	4	24	10	0.0	0	19

(continued)
SMILES	Mcl1-Bid inh	GSH fluor	RGS4-Gao reg	RGS8-Gao reg	RGS7-Gao	Mcl-1 Bim block	Mcl1-Noxa inh	Avidin bead fluor	ABCB1 block	ABCG2 block	Pf gametocyte
CCOc1cccc(OCCOc2ccc(C(=O)c3ccccc3)cc2)c1	-56	5	100	102	101	-3	-7	2	0.2	2	.
C/C(=N\NC(=O)c1ccn(C)n1)c1cccc(NC(=O)c2ccc(C)s2)c1	-20	16	99	101	100	-20	7	3	0.2	-4	9
Cc1ccc(NC(=S)N2CCC(O)CC2)c(C)c1	-47	14	100	99	?	-1	15	7	0.0	2	-17
O=C(CSc1cccc[n+]1[O-])NCCCc1ccccc1	-26	25	104	103	101	0	3	10	-0.2	3	-1
CC(C)(C)c1ccc(/C=C/C(=O)NC2=NCCS2)cc1	-40	23	100	104	99	-4	5	3	0.1	3	-11
Cc1ccc(C)c(OCc2nnc(SCC(=O)NCc3ccc4c(c3)OCO4)o2)c1	-8	12	98	99	98	0	-3	11	0.4	18	7
CC(C)NC(NC(=O)Cc1ccccc1)C(Cl)(Cl)Cl (centres undefined)	-3	38	103	100	102	-4	.	13	0.9	3	.
COc1ccc(-n2c(=O)[nH]cc(C(=O)Nc3ccc4c(c3)OCCO4)c2=O)cc1	20	16	104	103	103	0	13	21	0.3	4	.
COc1cccc(NC(=O)C(NC2CCCC2)c2ccccc2)c1 (centres undefined)	-33	11	105	104	103	1	-12	9	0.8	3	.
CCN1CCN(C(=O)Nc2ccc(OC)cc2OC)CC1	-11	14	101	104	97	0	4	11	0.4	3	12
CSc1ccccc1NC(=O)N1CCCC(C(=O)c2ccc3c(c2)OCO3)C1 (centres undefined)	-33	9	102	104	108	-1	-1	4	3.8	10	11
